Neddyl block – inhibitors of cullin neddylation, primary screen, biochemical, TR-FRET, uHTS, NAE and Ubc12; calls only at 25 µM; actives 0.58% (n = 360,000); AID 651699, 2012; in the data active = inhibition above about 36%
SKN-1 inh – suppressors of acrylamide-induced Pgst-4::GFP reporter in worms, primary screen, SKN-1 inhibitor project, whole organism, uHTS, GFP/RFP fluorescence ratio, strain VP596. C. elegans VP596 Pgst-4::GFP/RFP ratio, 24 h. inhibition, % at 21.8 µM. actives 0.49% (n = 360,000). AID 624304, 2012;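 active = interference check ratio from 0.5 to 1.5 plus GFP to RFP signal ratio inhibition reaching or exceeding a fixed threshold, cut at about 30% in these data, passing the limit was not always enough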; note: some compounds called inactive have numbers as strong as hits
FAS-TE inh – FAS thioesterase domain inhibitors, primary screen, biochemical, fluorescence intensity, uHTS. Fatty acid synthase (Homo sapiens), P49327. recombinant FAS-TE, OMFH fluorogenic substrate, fluorescence endpoint. inhibition, % at 15 µM. actives 0.67% (n = 360,000). AID 602261, 2012;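 active = compounds whose normalised, plate-corrected inhibition of enzyme fluorescence in the single-dose primary screen is 50% or more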;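 note: 0% = DMSO with enzyme and 100% = substrate without enzyme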
MT1-MMP act inh – blockers of MT1-MMP proenzyme processing, primary screen, HT1080 RFP-PRO-GFP cells, GFP/RFP fluorescence; Matrix metalloproteinase-14 (Homo sapiens), P50281; GFP/RFP ratio fluorescence, overnight; percent of plate control window, DMSO zero; GFP/RFP ratio change, % at 20 µM; actives 0.061% (n = 360,000); AID 651647, 2012;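 active = GFP/RFP ratio change of at least 30% with cell ATP level not reduced by more than half and red fluorescence within 50% of control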; note: strong numbers were not always called active
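Material – HT1080 RFP-PRO-GFP cells · Control set – DMSO wells and RFP-L50D-GFP cells · Incubation – overnight cell settling, then overnight compound exposure, 37 °C, 5% CO2 · Compound dosing – single-point 20 µM compound, 1% DMSO · Read-out – GFP/RFP fluorescence ratio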
E coli Lon inh – inhibitors of E. coli Lon protease, primary screen, biochemical, fluorescence polarization | P0A9M0 | purified E. coli Lon protease | inhibition, % at 7.94 µM | actives 0.42% (n = 360,000); in the data active = inhibition above about 13%, passing the limit was not always enough;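 note: 0% = enzyme with probe and DMSO and 100% = no enzyme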
bovine MsrA act – bovine MsrA enzyme activators, primary screen, biochemical, absorbance, HTS | Methionine sulfoxide reductase A (Bos taurus) | purified bovine MsrA, absorbance read-out | activation, % at 10.6 µM | actives 0.3% (n = 360,000) | AID 602163, 2012; in the data active = activation above about 7.5%;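 note: 0% = vehicle and 100% = reference activator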
NRP1-CendR mod – modulators of CendR peptide binding to NRP-1, primary screen, biochemical, fluorescence polarization, uHTS; Neuropilin-1 (Homo sapiens), O14786; FAM-RPARPAR peptide binding to NRP-1; inhibition, % at 25 µM; actives 0.85% (n = 360,000);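 active = inhibition or corrected inhibition above about 18%, plus a signal ratio from 0.5 to 1.5, limit read from the data, passing the limit was not always enough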; note: strong numbers were not always called active
MsrA inhibitor – bovine MsrA enzyme inhibitors, primary screen, biochemical, absorbance, HTS. AID 651718, 2012. purified bovine MsrA, absorbance read-out. inhibition, % at 15.5 µM. Methionine sulfoxide reductase A (Bos taurus). actives 0.75% (n = 360,000); in the data active = inhibition above about 4.5%;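 note: 0% = vehicle wells with enzyme and 100% = reference inhibitor wells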
Rin1 Abl inh – inhibitors of Rin1-Abl protein binding, primary screen, biochemical, TR-FRET; AID 588664, 2011; actives 0.4% (n = 360,000); Tyrosine-protein kinase ABL1 (Homo sapiens) + Ras and Rab interactor 1 (Homo sapiens), …; inhibition, % at 7.35 µM; in the data active = inhibition above about 5%, passing the limit was not always enough
The depositor's hits bear a star; i = inactive; nt = not tested or not shown.

SMILES	Neddyl block	SKN-1 inh	FAS-TE inh	MT1-MMP act inh	E coli Lon inh	bovine MsrA act	NRP1-CendR mod	MsrA inhibitor	Rin1 Abl inh
O=C(NCc1ccccn1)Nc1ccccc1F	i	4	-4	0	2	3	11	0.7	-1
O=C(c1ccco1)N1CCN(C2=NS(=O)(=O)c3ccccc32)CC1	i	-2	-6	0	-2	0	15	0.7	-3
COc1cccc(C(C)(O)c2nc(-c3ccc(F)c(Cl)c3)cs2)c1 (stereo not drawn)	i	4	30	-4	-3	-4	12	2.5	-2
O=C(CC1SC(=NC2CCCCC2)NC1=O)Nc1ccccc1 (stereo not drawn)	i	10	-5	1	-1	-2	4	-0.2	2
CCn1c(C)nnc1SCC(=O)Nc1ccccc1OC	i	-8	-8	1	0	-1	9	-0.6	3
COC(=O)c1ccccc1NC(=O)C1CC(=O)N(c2ccc(C)c(C)c2)C1 (stereo not drawn)	i	-18	-3	4	-5	0	1	0.0	5
Cc1ccc(N(C(=O)c2csnn2)C(C(=O)NC2CCCCC2)c2ccccn2)c(C)c1 (stereo not drawn)	i	19	-2	-1	-5	-2	-2	-1.1	-1
Cc1ccc(NC(=O)CNNC(=O)c2cccc([N+](=O)[O-])c2)cc1[N+](=O)[O-]	i	9	18	1	-9	-4	21	0.5	3
O=C(Nc1c[nH]c2c(Cl)cccc2c1=O)N1CCN(c2ccccn2)CC1	i	28	-1	-1	2	-2	8	-0.3	1
Cc1ccccc1NC(=O)CCNS(=O)(=O)c1cccc2nsnc12	i	-13	-4	2	-3	-8	3	0.1	-2
CCc1oc(C(=O)O)cc1CN(CC)CC	i	-29	-6	4	0	-13	-4	-0.4	5
COc1ccc(NS(=O)(=O)c2cccc(C(=O)NCC3CCCO3)c2)cc1 (stereo not drawn)	i	16	-6	4	-6	-3	4	1.3	-1
CN(C)S(=O)(=O)c1ccc(Cl)c(NC(=O)CN2C(=O)NC(C)(C3CC3)C2=O)c1 (stereo not drawn)	i	6	-3	1	3	2	-3	-0.3	0
COc1cc(OC)c(OC)cc1CNCc1ccco1	i	2	-5	-4	-8	0	13	-0.6	0
CC1CCCC(N2C(=O)NC(NC(=O)c3ccco3)(C(F)(F)F)C2=O)C1C (stereo not drawn)	i	-7	5	-2	-6	-3	28*	0.0	0
CCCN1C(=O)c2ccccc2NC1c1ccc(Cl)cc1 (stereo not drawn)	nt	13	0	-2	-4	-5	3	-1.9	-2
CC(=O)Nc1ccc(S(=O)(=O)N(C)c2ccc(OCC(=O)OCC(=O)N3CCCCC3)cc2)cc1	i	-2	-2	4	-1	-5	-4	-0.4	4
O=C1Nc2cnc(Cl)nc2Nc2ccccc21	i	-9	3	-2	5	-3	-5	0.2	-4
O=C(NCc1ccco1)C1CC(=O)N(c2ccc(F)cc2)C1 (stereo not drawn)	i	-13	-6	1	-7	0	13	0.0	-3
CCCN(C(=O)C(NC(=O)c1ccccc1)C(C)C)c1c(N)n(Cc2ccccc2)c(=O)[nH]c1=O (stereo not drawn)	i	1	-4	0	-7	0	14	0.4	2

Copied from the list:
For bovine MsrA act, O=C(NCc1ccco1)C1CC(=O)N(c2ccc(F)cc2)C1 (stereo not drawn) is listed with 0
For E coli Lon inh, CC1CCCC(N2C(=O)NC(NC(=O)c3ccco3)(C(F)(F)F)C2=O)C1C (stereo not drawn) is listed with -6
For SKN-1 inh, COC(=O)c1ccccc1NC(=O)C1CC(=O)N(c2ccc(C)c(C)c2)C1 (stereo not drawn) is listed with -18

Next entries follow:
SMILES	Neddyl block	SKN-1 inh	FAS-TE inh	MT1-MMP act inh	E coli Lon inh	bovine MsrA act	NRP1-CendR mod	MsrA inhibitor	Rin1 Abl inh
COc1ccc(NC(=S)Nc2ccc(OCc3ccccc3)cc2)cc1OC	i	-4	3	6	4	1	-5	1.3	-2
Cc1ccc(-c2nn3c(C)nnc3s2)cc1NC(=O)c1ccc(-c2cccc(Cl)c2)o1	i	14	3	-14	-22	-4	-20	0.2	-4
CCNc1nc(C23CC4CC(CC(C4)C2)C3)cs1	i	4	8	-8	2	-12	4	0.0	6
Cc1ccc([C@@H]2CC(=O)[C@@H]3CN(S(=O)(=O)c4ccc(C)cc4)[C@H](c4cccc(Cl)c4)C[C@@H]3N2S(=O)(=O)c2ccc(Cl)cc2)cc1	i	-11	15	-11	-5	-7	3	1.1	-3
O=C(CSc1nc(=O)n2ccccc2n1)N1CCC(Cc2ccccc2)CC1	i	24	17	-1	-5	-1	-12	1.3	0
CCCNS(=O)(=O)c1ccc(OCC(=O)NCc2ccco2)cc1	i	-3	-7	-1	-9	16*	2	-0.4	-2
O=C(CN1CCOCC1)NCc1ccccc1Cl	i	-1	-1	-4	0	-1	6	0.8	4
COc1cccc(C2C(C(=O)Nc3ccccc3)=C(C)N=c3s/c(=C/c4ccc(OCC(=O)O)cc4)c(=O)n32)c1 (stereo not drawn)	i	-1	-3	-1	-10	-5	-17	1.2	0
CCOC(=O)N1CCN(CC(=O)N2c3ccccc3CCc3ccccc32)CC1	i	-2	-6	-2	14	-3	-3	-0.4	2
C[C@@H](C(=O)Nc1ccc2ccccc2c1)[C@H]1C[C@]1(C)[C@H](NC(=O)c1cnccn1)c1ccccc1	i	8	11	-2	-9	4	7	1.5	0
Cn1nnnc1SCCNC(=O)C1CCC(=O)N(Cc2ccc(Cl)cc2)C1 (stereo not drawn)	i	10	-4	3	5	-12	-10	-0.7	4
COc1ccc(-c2cnc(NCc3cc4c(cc3[N+](=O)[O-])OCO4)n2C)cc1	i	4	8	11	-2	1	3	0.4	-1
COc1cc(NC(=O)c2ccc(S(=O)(=O)N(C)c3ccccc3)cc2)cc(OC)c1	i	17	38	-2	-6	-2	-11	0.4	3
C=C(C)CSc1cc(C)c(C#N)c2nc3ccccc3n12	nt	16	29	-7	-13	-2	-16	1.8	-10
O=C(Nc1ccc(F)cc1Cl)C1CCN(C(=O)Nc2ccccc2)CC1	i	-9	-3	6	-4	-2	0	0.8	-4
CCc1nnc(NS(=O)(=O)c2ccc(NC(=O)c3cccc4ccccc34)cc2)s1	i	4	-10	7	-5	-3	-3	-1.0	-2
COc1ccc(OCC(=O)N2CCCC(Nc3ccc(C)c(C)c3)C2)cc1 (stereo not drawn)	i	4	6	4	0	0	-2	-1.1	-4
O=S(=O)(N/N=C1/CC(c2ccccc2)Oc2ccccc21)c1ccc(Br)cc1 (stereo not drawn)	i	-2	28	-3	-9	-7	-5	1.2	5
COc1ccc(C(=O)CCN2CCCCCC2)cc1	i	-3	-6	10	-1	-2	-2	-1.0	-1
Cc1ccc(C(=O)Nc2cccc(C(F)(F)F)c2)cc1NC(=O)c1[nH]cnc1C(N)=O	i	3	0	12	1	-3	8	2.0	2

3 entries from above, sorted by SMILES length, high to low:
SMILES	Neddyl block	SKN-1 inh	FAS-TE inh	MT1-MMP act inh	E coli Lon inh	bovine MsrA act	NRP1-CendR mod	MsrA inhibitor	Rin1 Abl inh
CCc1nnc(NS(=O)(=O)c2ccc(NC(=O)c3cccc4ccccc34)cc2)s1	i	4	-10	7	-5	-3	-3	-1.0	-2
COC(=O)c1ccccc1NC(=O)C1CC(=O)N(c2ccc(C)c(C)c2)C1 (stereo not drawn)	i	-18	-3	4	-5	0	1	0.0	5
O=C(CN1CCOCC1)NCc1ccccc1Cl	i	-1	-1	-4	0	-1	6	0.8	4

Next part
SMILES	Neddyl block	SKN-1 inh	FAS-TE inh	MT1-MMP act inh	E coli Lon inh	bovine MsrA act	NRP1-CendR mod	MsrA inhibitor	Rin1 Abl inh
Cc1ccc(N(O)C(=O)OCCNC(=O)Nc2ccccc2)cc1	i	-19	-19	0	0	-4	-1	-0.1	0
CN(C)CCCNc1nc2cc(-c3ccc(C(=O)N4CCN(C)CC4)cc3)sc2c(=O)n1C	i	-6	-2	5	1	-5	0	2.0	-5
COc1cc(C(=O)NNC(=O)COc2cccc(F)c2)ccc1OCC(=O)N1CCOCC1	i	-22	-1	4	-7	-7	8	-1.0	-1
Cc1cccc(NC(=S)N2CCN(C(=O)c3ccco3)CC2)c1	i	-4	-4	2	-5	-3	0	1.1	2
CCCCN(C(=O)c1ccccc1Br)C(c1ccc(OC)cc1)c1nc2ccccc2[nH]1 (stereo not drawn)	i	1	13	-10	1	-1	12	-0.6	-2
COc1ccc2c(Cl)c(C(=O)N/N=C/c3ccncc3)sc2c1	i	11	0	-2	-1	-3	-19	3.1	0
COc1ccc(NC2CCCN(C(=O)c3ccncc3)C2)cc1 (stereo not drawn)	i	7	-5	3	-21	-9	9	-0.6	3
Cc1cc(C)nc(/N=C2\NC(=O)CC(C(=O)O)N2c2ccc(Cl)cc2)n1 (stereo not drawn)	i	-2	-3	-1	-6	-2	6	0.1	-3
COc1ccc(CCNCc2cc3ccc(C)cc3[nH]c2=O)cc1OC	i	-6	-4	0	-7	-5	-1	1.6	0
COc1cc(C=O)ccc1OCc1ccccc1Br	i	3	16	3	-5	-4	16	0.2	0
Cc1nn(C)cc1C(C(=O)NC1CCCCC1)N(CCc1ccccc1)C(=O)c1cnccn1 (stereo not drawn)	i	1	8	2	4	-1	-10	0.7	1
Cc1cc2c(c(=O)o1)C1(C(=O)N(C)c3ccccc31)C(C#N)=C(N)O2 (stereo not drawn)	i	6	-6	6	4	1	1	1.4	-3
O=C(NNC(=O)c1c(F)cccc1F)c1ccccc1-n1cccc1	i	0	-4	-2	-2	3	2	1.2	0
CC1CCN(CCCCOc2ccc(F)cc2)CC1	i	1	1	5	-3	-1	5	nt	1
Cc1c(C(=O)NC(=S)Nc2ccc(N3CCOCC3)cc2)cccc1[N+](=O)[O-]	i	12	2	6	6	-1	-5	2.1	0
CCOc1ncccc1C(=O)OCc1ccccc1	i	-3	-6	-2	-5	-9	-5	1.4	2
COC(=O)[C@@H](Cc1c[nH]c2ccccc12)NC(=O)C1CCCN(S(=O)(=O)c2ccc(C)cc2)C1 (stereo partly drawn)	i	-13	9	-3	-10	4	-4	1.4	1
Cc1ccc(S(=O)(=O)N2CCOCC2)cc1C(=O)Nc1ccccn1	i	-5	-3	0	-12	-5	0	-0.6	-3
CN(Cc1ccccc1)c1ccc2nnc(-c3ccccc3)n2n1	i	3	-2	-4	-10	1	-3	0.0	-2
C=CCn1c(=O)c2ccccc2n2c(SCC(=O)N3CCCc4ccccc43)nnc12	i	-18	-4	-4	-10	-9	2	-1.2	3
CCN(CC(=O)NC(C)C)C(=O)[C@H](C)NC(=O)c1ccc(Br)cc1	i	0	2	1	6	-2	8	0.6	0
COC(=O)c1cc2c(C)nn(-c3ccccc3)c2s1	i	-1	10	-2	-3	-5	31*	1.1	-2
CC(=O)NC(Cc1ccccc1)C(=O)OCC(=O)c1ccc(Cl)cc1 (stereo not drawn)	i	-4	-6	3	0	-5	-1	0.5	-2
CC(Oc1cccc(F)c1)C(=O)/C=C\N(C)C (stereo not drawn)	i	5	-4	-4	1	-4	4	3.1	-4
S=c1[nH]ncn1-c1ccccn1	i	-14	-4	4	-9	0	2	1.2	1
CN1C(=O)C(c2cn(C)c3ccccc23)(c2cn(C)c3ccccc23)c2cc(F)ccc21	i	-16	nt	0	nt	nt	14	0.2	nt
CCOc1ccc(NC(=O)CN2CCCC2c2cccs2)cc1S(=O)(=O)N1CCCC1 (stereo not drawn)	i	-18	7	-1	-18	-2	-3	0.5	4
COc1ccc(CNC(=O)CSc2ccc(Br)cc2)cc1OC	i	-5	-1	4	-8	0	-2	0.7	2

Bioassay records as filed in PubChem BioAssay.
